HePTP inhibitor: inhibitors of human HePTP phosphatase, primary screen, biochemical, absorbance, leukemia target; recombinant HePTP phosphatase activity, OD absorbance; Tyrosine-protein phosphatase non-receptor type 7 (Homo sapiens), P35236; inhibition, % at 20 µM; hit rate 0.64% among 110,000; in the data active means inhibition above about 50%;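 further: plate controls were vehicle for no effect and reference inhibitor for full effect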
Target sequence (P35236 whole entry, looked up): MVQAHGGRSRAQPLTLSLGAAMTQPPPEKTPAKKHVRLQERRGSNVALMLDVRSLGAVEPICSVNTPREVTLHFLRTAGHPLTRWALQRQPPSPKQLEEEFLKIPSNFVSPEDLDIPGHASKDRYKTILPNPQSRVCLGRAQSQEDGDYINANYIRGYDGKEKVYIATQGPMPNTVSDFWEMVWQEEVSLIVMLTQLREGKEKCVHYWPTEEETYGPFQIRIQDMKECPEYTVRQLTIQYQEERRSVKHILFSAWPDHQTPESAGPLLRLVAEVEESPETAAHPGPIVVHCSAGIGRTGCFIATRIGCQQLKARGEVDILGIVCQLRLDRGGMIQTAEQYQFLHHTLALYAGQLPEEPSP
BAP1 block: inhibitors of BAP1 deubiquitinase, primary screen, biochemical, Ub-AMC fluorescence, kinetic | Ubiquitin carboxyl-terminal hydrolase BAP1 (Homo sapiens), Q92560 | recombinant BAP1, Ub-AMC hydrolysis fluorescence kinetic; stronger effect = lower value | activity remaining (% of control), % at 20 µM | hit rate 0.48% among 72,000 | AID 436, 2006;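 active means activity remaining at or below 50% of control, provided the compound also passes the data quality filters; inactive means the rest, including low values that fail the filters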;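 further: 100% = DMSO wells rate and 0% = substrate alone blank rate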
Target sequence (Q92560 whole entry, looked up): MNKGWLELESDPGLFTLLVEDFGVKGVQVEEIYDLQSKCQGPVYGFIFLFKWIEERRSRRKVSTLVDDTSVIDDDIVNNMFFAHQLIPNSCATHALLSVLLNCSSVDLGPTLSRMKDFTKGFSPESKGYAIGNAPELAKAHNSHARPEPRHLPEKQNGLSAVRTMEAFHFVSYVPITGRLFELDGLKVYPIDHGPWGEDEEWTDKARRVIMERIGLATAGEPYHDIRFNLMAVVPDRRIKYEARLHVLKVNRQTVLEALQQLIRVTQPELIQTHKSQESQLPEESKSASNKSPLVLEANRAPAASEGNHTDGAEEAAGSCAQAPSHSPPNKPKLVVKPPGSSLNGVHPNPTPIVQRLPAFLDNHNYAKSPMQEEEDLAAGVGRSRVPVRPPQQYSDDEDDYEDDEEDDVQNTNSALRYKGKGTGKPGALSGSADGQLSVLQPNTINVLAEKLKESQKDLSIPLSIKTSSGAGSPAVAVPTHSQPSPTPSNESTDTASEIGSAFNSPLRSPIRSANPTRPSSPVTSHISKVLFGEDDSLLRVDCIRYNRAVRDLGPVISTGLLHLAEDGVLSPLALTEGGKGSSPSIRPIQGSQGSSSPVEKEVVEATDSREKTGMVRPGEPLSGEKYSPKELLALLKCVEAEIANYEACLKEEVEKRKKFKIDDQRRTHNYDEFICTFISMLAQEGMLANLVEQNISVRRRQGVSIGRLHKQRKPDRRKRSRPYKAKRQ
* marks the source's active call; other numbers are inactive results; / = no result given; & = joins results of further samples.

SMILES	HePTP inhibitor	BAP1 block
c1cnc(Nc2nc(-c3cccnc3)cs2)nc1	2	/
CC(C)n1c(SCc2cc(=O)[nH]c3ccccc23)nc2c1c(=O)n(C)c(=O)n2C	1	94
COc1ccccc1Nc1ncc(C(C)=O)c(C)n1	5	95
Cc1ccc(CN2C(=O)CCC2C(=O)NCCN2CCN(c3cccc(Cl)c3)CC2)cc1 (configuration not stated)	-4	110
Cc1nnc(SCCn2c(N3CCCCCC3)nc3c2c(=O)[nH]c(=O)n3C)s1	10	81
COc1ccc(CCNC(=O)c2cccc([N+](=O)[O-])c2C)cc1	2	86
Cc1ccc(-c2nc3ncccc3o2)cc1NC(=O)c1cc2ccccc2o1	8	95
COc1ccc(Cl)cc1NC(=O)c1ccc(CN(c2ccccc2)S(C)(=O)=O)cc1	10	/
COc1cccc(Nc2nc(-c3sc(N)nc3C)cs2)c1	14	70
COc1ccc(C)cc1NC(=O)C1C2C=CC(C2)C1C(=O)O (configuration not stated)	2	120
COc1ccc(CCNC2CC(=O)N(c3ccc(C)cc3)C2=O)cc1OC (configuration not stated)	-2	/
Cc1cc(C)c2oc(-c3ccc(C)c(N=Cc4cccc([N+](=O)[O-])c4O)c3)nc2c1	/	110
COc1ccc(CN(CCN2CCOCC2)C(=O)c2c(F)cccc2F)cc1OC	-2	98
COc1ccc(C(=O)O/N=C(\N)Cc2ccc(Cl)cc2Cl)cc1	8	/
c1ccc(OCCN2CCOCC2)cc1	-4	/
Cc1oc2c(CN(C)C)c(O)ccc2c(=O)c1-c1cscn1	0	/
CCN1CCN(C(=O)c2ccc3c(c2)N(Cc2ccc(F)cc2)C(=O)c2ccccc2S3=O)CC1 (configuration not stated)	9	99
Cc1ccc(C(=O)CCNc2cccc(Br)c2)o1	-8&1	98
CCOC(=O)c1ccc(CNS(=O)(=O)c2c(C)ccc3nsnc23)o1	9	74
Cn1c2ccccc2c(=Nc2ccc(Br)cc2)c2ccccc21	/	367
O=C(/C=C/c1ccc(-c2cc(Cl)ccc2Cl)o1)c1ccco1	60*	/
Cn1c(SCc2ccccc2)nnc1-c1ccc2c(c1)OCO2	-1	83
COc1ccc(Br)cc1/C=C/C(=O)Nc1ccc(N2CCOCC2)cc1	-9	/
Cc1ccc(C(=O)C(C(=O)C(=O)Nc2ccccc2)C(c2ccccc2)c2ccccc2)cc1 (configuration not stated)	-15	/
Cc1ccc2cccc(OCC(=O)NCc3ccco3)c2n1	13	105
CCc1cc2c(NCCC(=O)O)ncnc2s1	5	96
CC(=O)N1CC2(CC(=O)OC(C)C)CN(C(C)=O)CC(CC(=O)OC(C)C)(C1)C2=O	13&-4	119
CCNc1ccc2c(Cl)cc(=O)oc2c1	9	90
COC(=O)c1ccc(C2c3c(oc4ccc(F)cc4c3=O)C(=O)N2CCO)cc1 (configuration not stated)	-3	93
O=C(Nc1ccc(N2CCCCC2)c(Cl)c1)c1cccnc1	1	106

Looked up above.
Entry for `Cn1c(SCc2ccccc2)nnc1-c1ccc2c(c1)OCO2` under BAP1 block: 83
Entry for `O=C(Nc1ccc(N2CCCCC2)c(Cl)c1)c1cccnc1` under BAP1 block: 106
Entry for `Cc1ccc(C(=O)C(C(=O)C(=O)Nc2ccccc2)C(c2ccccc2)c2ccccc2)cc1` (configuration not stated) under HePTP inhibitor: -15

New compounds follow.
SMILES	HePTP inhibitor	BAP1 block
COc1cc(C2/C(=C(/O)c3ccc(OCC(C)C)cc3)C(=O)C(=O)N2CCN(C)C)ccc1O (configuration not stated)	14	84
O=C(Cc1cccs1)Nc1cccc(/C=C/C(=O)c2ccccc2)c1	0	/
CCOc1ccc2nc(SC(C)C(N)=O)[nH]c2c1 (configuration not stated)	9	125
CCc1nc(SCc2cccnc2)c2c(=O)n(C)c(=O)n(C)c2n1	8	95
O=C(NCc1cccs1)c1cc2n(n1)C(C(F)(F)F)CC(c1cccs1)N2 (configuration not stated)	1	/
COc1c(OC(C)=O)ccc(/C=N\NC(=O)COc2ccc(C)cc2)c1[N+](=O)[O-]	-19	/
COc1ccc(CCN2C(=O)CC(N3CCN(c4ccccn4)CC3)C2=O)cc1OC (configuration not stated)	8&-11	89
Cc1[nH]c2ccccc2c1/C=N/NC(=O)c1cccnc1	7	/
CCOC(=O)N1CCC(NC(=O)C(CC(C)C)NC(=O)C2CCCCC2)CC1 (configuration not stated)	5	/
CC1CCCN(C(=O)C2CCN(S(=O)(=O)c3cccc4cccnc34)CC2)C1 (configuration not stated)	-6	93
CCOC(=O)/C(C#N)=C1/C=Cc2ccccc2N1CC	-5&7	76
c1cn(C23CC4CC(CC(C4)C2)C3)cn1	-3	107
CCOc1ccc(C(=O)Nc2cc(C)c3c(=O)oc4ccccc4c3n2)cc1	2	81
O=C(/C=N/O)Nc1ccc(F)cc1	-6	101
N#Cc1cc(C#N)c(SCC(=O)Nc2nccs2)nc1N	5	/
COc1ccc([N+](=O)[O-])cc1NC(=O)c1ccc(-c2ccccc2)cc1	/	200
O=C1NC(=S)NC(=O)C1=Cc1cc(Cl)c(OCc2ccc(C(=O)O)cc2)c(Cl)c1	104*	/
Cc1ccc(/C=N/n2c(C)nnc2C)s1	4	104
O=C(c1cc(-c2ccc(Cl)c(Cl)c2)on1)N1CCCC1	-6	81
CCC1CCC2(CC1)NC(CO)(CO)CO2 (configuration not stated)	-6	95
C/C(CCc1ccc2c(c1)OCO2)=N\N=C1/NC(=O)CC(C(=O)NCCc2ccc(S(N)(=O)=O)cc2)S1 (configuration not stated)	9	/
COc1ccc(CC(=O)NCc2ccco2)cc1	/	75
COc1ccc(/C=N/Nc2ccc3ccccc3n2)cc1	6	/
COCCN(Cc1cc2cc3c(cc2[nH]c1=O)OCO3)C(=O)c1cccs1	4	106
Cc1cc(N2C(=O)CC(N3CCN(C(c4ccccc4)c4ccccc4)CC3)C2=O)no1 (configuration not stated)	13	/
CCOc1ccc(N(CC(=O)Nc2ccc3c(c2)OCCO3)S(=O)(=O)c2c(C)noc2C)cc1	2	76
CCC(c1nnnn1CS(=O)(=O)c1ccc(C)cc1)N1CCN(c2nc3ccccc3s2)CC1 (configuration not stated)	6	81
CCCNC(=O)c1cc(S(=O)(=O)N2CCc3ccccc32)ccc1F	6	105
CCCC(=O)Nc1cc(C)c(NC(=O)C23CC4CC(CC(C4)C2)C3)cn1	9	93
C=CCOc1c(I)cc(/C=C2/C(=O)NC(=O)N(c3ccc(OC)cc3)C2=O)cc1OC	2	/
CCOC(=O)N1CCN(C(=O)CC(C(=O)N2CCc3ccccc32)n2ccnc2)CC1 (configuration not stated)	0	101
C=CCc1ccccc1OCCn1cc(C=C2C(=O)NC(=S)NC2=O)c2ccccc21	4	/
CC(C)CCNC(=O)c1cccc(Cl)c1	15	86
CC(CCc1ccc(O)cc1)N(C)CCc1ccccc1 (configuration not stated)	-8	102
O=C(Nc1cccnc1)c1cccnc1	1	171
N#CC1=C(N)Oc2c(ccc3ccccc23)C1c1ccc2c(c1)OCO2 (configuration not stated)	-17	/
CC1(C)c2ccccc2N2CCC(=O)NC21/C=C/c1ccco1 (configuration not stated)	8	108
O=C(N/N=C/c1cc(O)c(Br)cc1Br)c1cccc(F)c1	-17	/
COc1ccc(NC(=O)Cn2nnc(C(=O)NCc3ccccc3OC)c2N)cc1Cl	12	88
COc1ccc(NC(=O)CC2C(=O)N(c3ccc(OC)cc3)C(=O)N2CCN2CCN(C)CC2)cc1 (configuration not stated)	5	61
O=c1/c(=C/c2ccc(O)cc2)sc2nc3cc(Br)cnc3n12	14	/
Cc1cc(C)c2oc(-c3ccc(NC(=O)c4cc5ccccc5o4)cc3O)nc2c1	0	/
COCCCNC(=O)c1ccc(N(C)S(=O)(=O)c2ccccc2)cc1	-6	/
COC(=O)Cc1cc(=O)n(-c2nc3ccccc3s2)[nH]1	10	120
CCCSc1nc2sc3c(c2c(=O)n1-c1ccccc1)CCC3	/	66
Cc1ccc2nc(SCC(=O)NCc3ccco3)c(C#N)cc2c1	7	77
Cc1ccc(C(=O)CCNc2ccc3ccccc3c2)o1	-5	/
CCOc1ncccc1C(=O)Nc1cccc(C(=O)Nc2cccc(S(=O)(=O)CCO)c2)c1	3	90
Cc1oc(-c2ccccc2)nc1CS(=O)CC(=O)N1CCc2ccccc2C1 (configuration not stated)	8	90
Cc1cc(N2CCOCC2)nc(SCC(=O)c2ccccc2)n1	2	87

(listing goes on)
SMILES	HePTP inhibitor	BAP1 block
O=C(CSc1nnc(-c2ccccc2O)o1)Oc1ccc(OCc2ccccc2)cc1	-6	72
O=C(c1ccco1)N1CCN(C(c2ccccc2F)c2nnnn2CC2CCCO2)CC1 (configuration not stated)	0	86
CCCN1C(=O)/C(=C2\SC(N3CCCCC3)=NC2=O)c2ccccc21	9	103
COc1cccc(C(=O)Nc2cc3nn(-c4ccc(C)cc4)nc3cc2C)c1	10	/
O=C(COc1ccccc1)N1CCN(c2ccccc2)CC1	2	/
COC(=O)c1[nH]c2cccc(C)c2c1NC(=O)CN1CCN(c2ccccc2OC)CC1	4	96
CC(=O)Nc1ccc(S(=O)(=O)N2CCSC2c2ccc(C)cc2)cc1 (configuration not stated)	4	104
N=C(N)SCCN	/	101
CC1=C(C(=O)Nc2ccccn2)C(c2ccccc2Cl)NC(=O)N1 (configuration not stated)	/	108
O=C(/C=C/c1ccc(-c2cc(Cl)ccc2Cl)o1)c1ccc([N+](=O)[O-])cc1	-21	/
CCCC(C)NC(=O)c1cc(Cl)ccc1Cl (configuration not stated)	-5	/
COCCN(Cc1cc2cc3c(cc2n2nnnc12)OCO3)C(=O)c1ccccc1F	-4	56
CC1=C(C(=O)N2CCOCC2)C(c2ccccc2F)C2=C(CCCC2=O)N1 (configuration not stated)	-5	/
COc1cc(C=C2C(=O)N(C)C(=O)N(C)C2=O)ccc1OCc1ccc(C(=O)O)cc1	3	/
CCOc1cc(S(=O)(=O)N2CC=C(c3ccc(F)cc3)CC2)c(OCC)cc1-n1cnnn1	3	110
COc1ccc(C(=O)COc2cc3c(C(=O)OC(C)C)c(C)oc3cc2Br)cc1	-10	/
COc1cccc(OCCNc2cc(Cl)ccc2[N+](=O)[O-])c1	-2	/
CC(C(=O)c1ccc(-c2ccccc2)cc1)[n+]1ccccc1 (configuration not stated)	7	132
O=C(Nc1ccccc1)N(Cc1cccs1)C1CCCC1	5	100
O=C(NCc1ccncc1)Nc1ccccc1Cl	3	98
CCOC(=O)C1=C(C)NC2=C(C(=O)CCC2)C1c1cc2c(cc1Br)OCO2 (configuration not stated)	/	97
CCOC(=O)C(=O)N1c2ccccc2CCc2ccccc21	-10	/
O=c1sc(Nc2ccccc2)nc2ccsc12	12	73
COC(=O)C1CCN(C(=O)COC(=O)Cc2c[nH]c3ccccc23)CC1	11	117
O=C1C2C3C=CC(C4CC34)C2C(=O)N1c1ccc(I)cc1 (configuration not stated)	-3	/
CC(=O)C(C)Oc1ccc2ccc(=O)oc2c1 (configuration not stated)	1	/
CC1CCCCN1C(=O)Cc1ccc(Cl)cc1 (configuration not stated)	12	73
COc1ccc(N2C(=O)NC(=O)/C(=C\c3ccc(O)c(Cl)c3)C2=O)cc1	2	/
O=C1NCCc2c1[nH]c1c(Cl)ccc(Cl)c21	8	104
CCOC(=O)N1CCC(NC(=O)CCc2c(C)nc3c(c(C)nn3C(C)(C)C)c2C)CC1	4	91
CCOC(=O)C(CC#CCN(C)C)(CC#CCN(C)C)C(=O)OCC	2	/
CCOC(=O)C1CCN(c2nc3ccccc3nc2C(C#N)C(=O)NCCc2ccccc2)CC1 (configuration not stated)	3	/
CCSc1nnc(NC(=O)c2ccc(Cl)c(Cl)c2)s1	12	/
Cc1c(NC(=O)c2c(Cl)cccc2Cl)c(=O)n(-c2ccccc2)n1C	2	/
COc1cc(NC(=O)CN2C(=O)c3ccccc3C2=O)c(C(=O)O)cc1OC	-11	/
O=C(N/N=C/c1ccc(O)cc1O)c1cnccn1	-4	/
CCOc1cc(/C=N/n2cnnc2)ccc1OCCOc1ccc(C)cc1	-2	/
c1ccc(N=P(c2nc3ccccc3o2)(N2CCOCC2)N2CCOCC2)cc1	5	98
Cc1ccc(N2CC(C(=O)Nc3cc(C)ccc3C)CC2=O)cc1 (configuration not stated)	8	/
Cc1ccc(N(C)C(=O)N2CCN(c3ccccn3)CC2)cc1	7	96
COc1ccc(NC(=O)C2CCCN(S(=O)(=O)c3ccc(C)cc3)C2)cc1OC (configuration not stated)	10	115

In the list so far, 13 have a furan ring, fused or not:
SMILES	HePTP inhibitor	BAP1 block
Cc1ccc(-c2nc3ncccc3o2)cc1NC(=O)c1cc2ccccc2o1	8	95
Cc1ccc(C(=O)CCNc2cccc(Br)c2)o1	-8&1	98
CCOC(=O)c1ccc(CNS(=O)(=O)c2c(C)ccc3nsnc23)o1	9	74
O=C(/C=C/c1ccc(-c2cc(Cl)ccc2Cl)o1)c1ccco1	60*	/
Cc1ccc2cccc(OCC(=O)NCc3ccco3)c2n1	13	105
COc1ccc(CC(=O)NCc2ccco2)cc1	/	75
CC1(C)c2ccccc2N2CCC(=O)NC21/C=C/c1ccco1 (configuration not stated)	8	108
Cc1cc(C)c2oc(-c3ccc(NC(=O)c4cc5ccccc5o4)cc3O)nc2c1	0	/
Cc1ccc2nc(SCC(=O)NCc3ccco3)c(C#N)cc2c1	7	77
Cc1ccc(C(=O)CCNc2ccc3ccccc3c2)o1	-5	/
O=C(c1ccco1)N1CCN(C(c2ccccc2F)c2nnnn2CC2CCCO2)CC1 (configuration not stated)	0	86
O=C(/C=C/c1ccc(-c2cc(Cl)ccc2Cl)o1)c1ccc([N+](=O)[O-])cc1	-21	/
COc1ccc(C(=O)COc2cc3c(C(=O)OC(C)C)c(C)oc3cc2Br)cc1	-10	/
